miR-122 sensor: miR-122 inhibition in Huh7 cells; activation (reporter increase), % at 12.5 µM; AID 602342; 340,000 compounds, 0.3% hits; Huh7 miR-122 Renilla luciferase sensor, 48 h; neutral wells = 0, positive control = 100;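 active = mean replicate activation score at least 90 and every replicate individually at or above 90; inconclusive = only one of the two criteria met; inactive = neither criterion met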;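 also: higher luciferase means less miR-122 activity so hits act as miR-122 inhibitors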
SIRT5 block: blocks human SIRT5 desuccinylation of peptide; inhibition, % at 15 µM; Purified SirT5, succinyl-peptide AMC, trypsin-coupled fluorescence; Q9NXA8; 330,000 compounds, 1.1% hits; AID 652115; in the data active = inhibition above about 15%; inconclusive = no clear call, values can overlap the other calls
Target sequence (Q9NXA8 whole entry, looked up): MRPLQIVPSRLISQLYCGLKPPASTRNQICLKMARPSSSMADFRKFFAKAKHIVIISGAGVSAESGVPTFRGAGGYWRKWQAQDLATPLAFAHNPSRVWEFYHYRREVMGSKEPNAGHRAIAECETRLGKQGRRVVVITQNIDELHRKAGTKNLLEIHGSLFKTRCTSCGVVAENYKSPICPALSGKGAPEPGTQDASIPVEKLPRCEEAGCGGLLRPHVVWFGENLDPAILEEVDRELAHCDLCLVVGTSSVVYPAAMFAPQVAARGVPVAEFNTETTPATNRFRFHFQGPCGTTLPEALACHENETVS
Statin myotox sup: suppression of simvastatin myotoxicity | C2C12 myotubes + simvastatin, ATP luminescence, 48 h; scaled: DMSO 0, geranylgeraniol control 100 | rescue of ATP level, % at 7.49 µM | 330,000 compounds, 0.78% hits | AID 602340;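 active = mean ATP rescue above about 67%, or every replicate alone reaching that limit, limit read from the data, passing the limit was not always enough; inconclusive = no clear call, values can overlap the other calls; inactive = mean under the limit and some replicate under it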;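 also: myotubes were challenged with 10 µM simvastatin during compound exposure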
esBAF inh: SWI/SNF esBAF complex inhibition; reporter increase, % at 12.5 µM; mouse ES cells, Bmi1-luciferase knock-in reporter, 24 h; 100% = twice the neutral-well signal; 350,000 compounds, 2% hits; in the data active = activation above about 40%; inconclusive = no clear call, values can overlap the other calls;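 also: 0% = median of the plate's neutral control wells and 100% = double that signal; a rise in the Bmi1 reporter signal indicates esBAF inhibition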
Cneo AK release: causes C. neoformans cell lysis; adenylate kinase release luminescence, 4 h; normalised: neutral wells 0, clomiphene wells 100; lysis activity, % at 15 µM; 360,000 compounds, 0.2% hits;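 active = mean lysis activity across replicates of at least 80%, whatever share of replicates individually reach that level; inactive = mean lysis activity below 80%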
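read-out = cell lysis signal | test system = log-phase Cryptococcus neoformans yeast cells | input = cells at 5 × 10^6 per mL | medium = fresh YPD growth medium | signal = luminescent adenylate kinase detection reagent | timing = 4 h at 37 °C static, read 1 h later | dosing = single dose | controls = Clomiphene as positive lysis control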
ARNT TACC3 PPI: disruptors of human ARNT/TACC3 interaction | inhibition, % at 9.99 µM | AlphaScreen His-ARNT PAS-B/GST-TACC3 binding, luminescence; TACC3 fragment carries E629A point mutation | 390,000 compounds, 0.66% hits | AID 623870 | Q9Y6A5;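 active = mean inhibition of replicates at least 50% and at least half of replicates each reaching 50%; inconclusive = half or more replicates reach 50% but mean below 50%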;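 also: 0% = complete ARNT plus TACC3 wells and 100% = ARNT alone without TACC3; many hits fall short of the cut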
ERp5 block: blocks human ERp5 reductase activity on insulin | Q15084 | ERp5 insulin aggregation, absorbance 650 nm, 90 min | inhibition, % at 9.99 µM | 350,000 compounds, 0.05% hits;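 active = mean replicate inhibition above about 25%, with every replicate also reaching it, limit read from the data, passing the limit was not always enough; inconclusive = only one of those two criteria met; inactive = neither criterion met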
Target sequence (Q15084 whole entry, looked up): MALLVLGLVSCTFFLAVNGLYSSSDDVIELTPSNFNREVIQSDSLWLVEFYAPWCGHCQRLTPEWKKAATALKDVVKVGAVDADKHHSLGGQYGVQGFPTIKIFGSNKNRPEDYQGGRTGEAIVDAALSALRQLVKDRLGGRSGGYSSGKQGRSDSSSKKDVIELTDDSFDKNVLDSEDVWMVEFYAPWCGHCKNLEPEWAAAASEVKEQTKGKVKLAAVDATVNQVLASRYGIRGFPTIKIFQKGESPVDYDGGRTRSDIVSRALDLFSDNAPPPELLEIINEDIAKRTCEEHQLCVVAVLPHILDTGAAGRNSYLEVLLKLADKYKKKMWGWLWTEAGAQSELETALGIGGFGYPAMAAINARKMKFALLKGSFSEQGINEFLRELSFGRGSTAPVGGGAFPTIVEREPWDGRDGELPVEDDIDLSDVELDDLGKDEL
Numbers without * were called inactive; ? = inconclusive; · = no result given; [ ] = remark or other dose. An unsorted share of the library; overall some 4% were active at least once.

SMILES	miR-122 sensor	SIRT5 block	Statin myotox sup	esBAF inh	Cneo AK release	ARNT TACC3 PPI	ERp5 block
O=C(CNC(=O)c1ccccc1F)OCc1csc(-c2ccccc2)n1	-6	-3	-5	21	-1	1	-2
CCn1nc(C(=O)NCCc2ccc(S(N)(=O)=O)cc2)c2ccccc2c1=O	4	·	·	-6	-2	21	·
CC(=O)C1=C(O)C(=O)N(Cc2cccnc2)C1c1ccc(C(C)C)cc1 (configuration not stated)	1	-1	9	8	1	-3	-2
CCCC(=O)N1CCCC(c2cc(C(=O)NCc3cccnc3)no2)C1 (configuration not stated)	-1	-2	-8	2	-2	·	4
COc1cccc(C#Cc2cnc3c(c2)C(=O)N([C@H](C)CO)C[C@H](C)[C@@H](CN(C)C(=O)C2CC2)O3)c1	0[16.7 µM]	·	4	-6	36	-4	-3
Cc1ccc(S(=O)(=O)N(C)C[C@H]2Oc3ccc(NS(=O)(=O)c4ccc(F)cc4)cc3CC(=O)N([C@H](C)CO)C[C@@H]2C)cc1	2[16.7 µM]	-2	44	5	-3	0	-7
Cc1ccc(S(=O)(=O)N(CC(=O)NN=C2CCN(C)CC2)c2ccc(C(C)C)cc2)cc1	-4	-2	6	0	27	-4	-35
COC(=O)C1C(O)CCC2CN3CCc4c([nH]c5ccccc45)C3CC21 (configuration not stated)	9	1	1	12	1	18	-1
CN(Cc1ccc2nsnc2c1)Cc1nc(Cc2cccc(F)c2)no1	·	-3	·	·	·	25	?
Cc1cc(NC(=O)CN2C(=O)NC(Cc3ccccc3)C2=O)no1 (configuration not stated)	-3	·	2	8	0	-7	·
O=C(COC(=O)c1ccc(O)cc1)NCc1ccc2c(c1)OCO2	4	-5	0	-4	0	-5	-7
CCC(CC)C(=O)OCC(=O)Nc1cccc(S(=O)(=O)N(C)c2ccccc2)c1	-4	-3	·	·	·	·	1
CCN(CC(=O)NCc1cccs1)C(=O)c1cccc(S(=O)(=O)Nc2ccccc2OC)c1	·	0	1	-2	-3	1	-9
CCCC(=O)Nc1ccc2c(c1)C(=O)N(C)C[C@H](OC)[C@H](C)CN(CC1CCOCC1)[C@H](C)CO2	18[16.7 µM]	·	1	1	·	·	·
Cc1cccc(-c2noc(CN(C)C(=O)c3ccc4c(c3)OCO4)n2)c1	7	-1	18	-9	-2	-16	-3
CN1C(=O)c2cc(NC(=O)C3CCOCC3)ccc2OC[C@@H]2O[C@@H](CC(=O)NCC3CCCCC3)CC[C@H]21	·	-4	10	0	-1	7	-3
COc1ccc(CCNC(=O)c2ccc(-c3cccc([N+](=O)[O-])c3)o2)cc1OC	·	0	·	·	·	6	0
CCCC(=O)Nc1nn(C)c2nc3c(C)cccc3cc12	12	·	·	·	3	-26	·
CS(=O)(=O)c1ccc(Cl)c(NC(=O)COC(=O)CNC(=O)c2sc3ccccc3c2Cl)c1	·	-4	-3	5	2	-7	2
Cc1ccc(SCc2cc(=O)[nH]c(N3CCCCC3)n2)cc1	10	·	15	4	0	-5	·
Cc1ccccc1C(=O)NNC(=O)c1ccoc1C	-1	·	-5	10	-1	-18	·
CCCN(CC(=O)Nc1ccccc1C)C(=O)c1ccc(N2CCCC2=O)cc1	-9	-11	-9	0	1	1	2
C/C(Cn1nnc2ccccc21)=N\OC(=O)c1cc(F)c(F)cc1Cl	5	-3	1	-4	·	6	2
CC(=O)OCC(=O)NCC(=O)c1c[nH]c2ccccc12	-2	·	6	0	0	-2	·
Cc1nnc(NCCc2ccccc2)c2ccccc12	·	-3	3	32	-1	7	0
COc1cc(/C=C/c2ccc3cccc(OC)c3n2)c(OC(C)=O)c([N+](=O)[O-])c1	-17	·	-20	4	-1	5	·
COc1ccc(N(CC(=O)Nc2cc(Cl)ccc2OC)C2=NC3CS(=O)(=O)CC3S2)cc1 (configuration not stated)	-5	1	5	-8	-1	-9	3
O=C(CSc1nnc(-c2ccco2)o1)N1c2ccccc2CCc2ccccc21	-6	·	4	0	·	9	·
CSCCC(NC(=O)C12CC3CC(CC(C3)C1)C2)C(=O)OCC(=O)c1ccccc1 (configuration not stated)	-5	-1	5	-7	·	-6	3
C[C@H](CO)N1C[C@H](C)[C@@H](CN(C)CC2CCCCC2)OCCCC[C@H](C)Oc2ccc(NC(=O)C3CCCCC3)cc2C1=O	-9[16.7 µM]	-6	·	-5	-1	0	-3
O=c1[nH]c(CSc2nnc(NCCCN3CCOCC3)s2)nc2cc(Cl)ccc12	-3	9	-4	-6	3	-7	1
CC1=CC(C)C2C(=O)N(CCC[N+](C)(C)C)C(=O)C2C1 (configuration not stated)	-4	·	6	7	4	-7	·
N=c1sccn1CC(=O)Nc1ccc(Cl)cc1[N+](=O)[O-]	-3	2	5	6	-1	1	-2
COC(=O)c1cn(-c2ccccc2)c(C)c1C(=O)OC	-2	·	-6	8	2	2	·
COc1ccc(C)cc1C(=O)CCC(=O)Nc1ccccc1N1CCOCC1	-4	·	-5	3	-3	-7	·
Cc1ccc(F)cc1NC(=O)C12CC3CC(C1)CC(n1cnc([N+](=O)[O-])n1)(C3)C2	-5	·	10	-7	-4	-3	·
CNS(=O)(=O)c1cccc(C(=O)OCCCC(=O)c2ccccc2)c1	·	1	2	3	-7	·	-5
Cc1nc(N)sc1C(=O)N/N=C/c1ccco1	·	3	·	2	1	2	-2
CNC(=O)OCc1ncn(-c2ccccc2)c1COC(=O)NC	-5	·	-5	0	-1	·	3
CC(C)OC(=O)c1cccc(NC(=O)CSc2nnc(N)s2)c1	-3	-4	5	7	-1	0	-2
CCCn1cc(NC(=O)c2cc(-c3ccccc3)on2)cn1	·	·	-3	53*	-1	-3	·
CCOC(=O)CCSc1nc(C)c2cc(C)ccc2n1	-14	-3	34	9	-3	-11	3
CC1CCCN(C(=O)Nc2cccc(NC(=O)N3CCCC(C)C3C)c2)C1C (configuration not stated)	-3	·	-2	0	0	-7	·
COc1ccc(N2C(=O)C3CCCN3C2c2ccccc2)cc1 (configuration not stated)	-3	-3	1	5	1	-8	11
Cc1ccc(C(=O)C2=C(O)C(=O)N(Cc3cccnc3)C2c2ccc(OC(C)C)cc2)o1 (configuration not stated)	·	-3	·	·	19	4	-4
C[C@@H]1CCCCO[C@H](CN(C)Cc2ccc3c(c2)OCO3)[C@@H](C)CN([C@@H](C)CO)C(=O)c2cc(NC(=O)C3CCCCC3)ccc2O1	-6[16.7 µM]	3	-85	2	-3	1	3
COc1ccc(CC(=O)N[C@@H]2c3cc(OC)c(OC)cc3C[C@H]2O)cc1	·	-4	5	5	0	-2	0
COc1ccc(N2C(=O)CC(Sc3ccccc3C(=O)O)C2=O)c([N+](=O)[O-])c1 (configuration not stated)	-3	-2	7	-5	-2	6	2
CN(C)CCNC(C(=O)Nc1cccc(C(F)(F)F)c1)c1ccccc1 (configuration not stated)	-3	1	-4	6	1	-1	4
CN(Cc1nc2ccccc2[nH]1)C(=O)C1CCC(=O)N(CCc2cccc(F)c2)C1 (configuration not stated)	·	-3	-4	-1	-1	-5	5
Cc1cc(NC(=O)COC(=O)C(Nc2ccc(C(F)(F)F)cc2Cl)C(C)C)no1 (configuration not stated)	-2	·	-11	0	1	2	·
COCCN1C(=O)N[C@@H](c2ccco2)C(C(=O)OC)=C1C	·	-1	-2	-3	0	3	-5
CN1CCN(C(=O)c2ccccc2NC(=O)c2ccccc2Br)CC1	·	-1	·	·	22	0	-3
OCC1(Cc2ccccc2F)CCCN(CCc2ccccc2)C1 (configuration not stated)	13	-8	7	-12	3	-6	2
Cn1c(=O)oc2cc(S(=O)(=O)N3CCCC(C(=O)Nc4ccc5c(c4)OCCO5)C3)ccc21 (configuration not stated)	-5	-11	-6	-21	-1	5	-3
CN(CCOc1ccccc1)C(=O)C1CCC(=O)N(CCCN2CCOCC2)C1 (configuration not stated)	-5	0	-1	-7	-1	-4	5
Cc1nc([N+](=O)[O-])cn1CC(=O)c1ccccc1	-1	-4	·	·	0	-2	-4
O=C(C1CC(=O)N(C2CCCCC2)C1)N1CCN(c2ccccc2)CC1 (configuration not stated)	-10	-1	·	·	0	-3	0
C[C@H]1CN([C@@H](C)CO)C(=O)c2cccc(NS(=O)(=O)c3ccc(Cl)cc3)c2O[C@H]1CN(C)C(=O)Nc1ccccc1	-5[16.7 µM]	2	-52	1	0	·	-4
C[C@@H]1CN([C@@H](C)CO)C(=O)Cc2cc(NC(=O)CCN3CCOCC3)ccc2O[C@H]1CN(C)C(=O)Nc1ccccc1	-1[16.7 µM]	4	11	3	-2	0	1

Three entries out of the list above, arranged by the number in ARNT TACC3 PPI, smallest number first.
compound,ARNT TACC3 PPI
Cc1cccc(-c2noc(CN(C)C(=O)c3ccc4c(c3)OCO4)n2)c1,-16
COc1ccc(CC(=O)N[C@@H]2c3cc(OC)c(OC)cc3C[C@H]2O)cc1,-2
Cn1c(=O)oc2cc(S(=O)(=O)N3CCCC(C(=O)Nc4ccc5c(c4)OCCO5)C3)ccc21 (configuration not stated),5

Continuation:
SMILES	miR-122 sensor	SIRT5 block	Statin myotox sup	esBAF inh	Cneo AK release	ARNT TACC3 PPI	ERp5 block
CC(=O)N1[C@H](C(=O)Nc2ccccc2)[C@@H](CO)[C@@H]2Cn3c(ccc(C4=CCCCC4)c3=O)[C@@H]21	-2[16.7 µM]	13	-7	-1	48	-16	-3
COc1cccc(-c2cn(CC[C@@H]3CC[C@H](NC(C)=O)[C@@H](CO)O3)nn2)c1	·	-4	-5	0	94*	-16	1
O=C(NC1CCCCC1)N1CCN(c2nc(-c3ccccc3)cs2)CC1	-6	3	-17	5	8	10	-7
CC(=O)Nc1ccc(SCC(=O)Nc2oc(C)c3c(C)n[nH]c(=O)c23)cc1	3	0	15	8	·	1	-1
COc1ccccc1NC(=O)C/C(C)=N/NC(=O)c1ccccn1	-3	·	-4	14	0	35	5
CN(CC(=O)Nc1ccc(F)cc1)C(=O)Cn1nnc(-c2ccccc2)n1	·	-3	6	1	10	-7	3
C[C@@H]1CN([C@@H](C)CO)C(=O)Cc2cc(NC(=O)Nc3ccccc3)ccc2O[C@@H]1CN(C)S(=O)(=O)c1ccc(F)cc1	-8[16.7 µM]	-1	-5	-2	-1	2	-1
Cc1ccc(S(=O)(=O)N2CCN(Cc3ccsc3)CC2)cc1	·	0	·	·	·	-1	-44
O=C(CCN1C(=O)c2cccc3cccc(c23)C1=O)Nc1ccon1	9	8	-2	1	-1	-9	-7
CCNCc1nc2cc(Cl)ccc2c(=O)[nH]1	·	-2	·	·	·	1	1
CC(=O)N(C)C[C@H]1Oc2cc(C#Cc3ccccc3F)ccc2S(=O)(=O)N([C@@H](C)CO)C[C@@H]1C	12[16.7 µM]	7	7	-1	3	8	-4
Cc1cc(C)c(S(=O)(=O)N2CCN(C(=O)c3cc(=O)[nH]c4ccccc34)CC2)c(C)c1	·	3	-6	-3	4	-5	5
CCOc1ccc(NS(=O)(=O)c2cc(C(=O)NCC3CCCO3)ccc2Cl)cc1 (configuration not stated)	·	-6	-10	·	3	-2	-2
O=C(C[n+]1ccccc1)N/N=C/c1cc(Br)ccc1F	-9	4	2	13	0	·	-2

Four compounds out of the list, ordered by heavy-atom count, low to high.
SMILES	miR-122 sensor	SIRT5 block	Statin myotox sup	esBAF inh	Cneo AK release	ARNT TACC3 PPI	ERp5 block
Cc1ccc(S(=O)(=O)N2CCN(Cc3ccsc3)CC2)cc1	·	0	·	·	·	-1	-44
O=C(CCN1C(=O)c2cccc3cccc(c23)C1=O)Nc1ccon1	9	8	-2	1	-1	-9	-7
CN(CC(=O)Nc1ccc(F)cc1)C(=O)Cn1nnc(-c2ccccc2)n1	·	-3	6	1	10	-7	3
Cc1cc(C)c(S(=O)(=O)N2CCN(C(=O)c3cc(=O)[nH]c4ccccc34)CC2)c(C)c1	·	3	-6	-3	4	-5	5

From PubChem BioAssay
